Source: PubChem
GSH fluor: compound fluoresces at 488/530 nm on GSH beads. GSH beads flow cytometry, compound fluorescence 488/530 nm; stronger effect = higher value. AID 1776. actives 0.25% (n = 190,000). fluorescence (KMESF) at 10 µM; in the data active = fluorescence above about 89;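 note: glutathione beads carrying GST-tagged Bcl family fusion proteins plus one bare bead set; values are compound well signal with DMSO vehicle wells as background; inactives centre near 16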
RGS8-Gao: regulators of human RGS8-Galphao interaction; P09471; multiplexed bead flow cytometry, RGS8-Galphao binding; actives lie on both sides; response (percent of control binding), % at 10 µM; actives 0.34% (n = 220,000); AID 1423; in the data active = response below about 60% or above about 140%; inactive = in between;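 note: Galphao activated as the GDP aluminium fluoride complex binding bead-coupled RGS8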
Mcl1-Noxa inh: disrupts binding of human Mcl-1 to Noxa peptide; Q07820; TR-FRET Mcl-1/Noxa peptide binding, 2 h; inhibition, % at 21.7 µM; actives 1.5% (n = 220,000); AID 1022;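 active = compounds that cut the protein-peptide binding signal by more than 50% relative to plate controls in a single-dose test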;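 note: His-tagged Mcl-1 with rhodamine Noxa BH3 peptide and terbium anti-His antibody; 0% = Mcl-1 plus Noxa peptide wells and 100% = peptide-only wells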
Target sequence (Q07820 whole entry, looked up): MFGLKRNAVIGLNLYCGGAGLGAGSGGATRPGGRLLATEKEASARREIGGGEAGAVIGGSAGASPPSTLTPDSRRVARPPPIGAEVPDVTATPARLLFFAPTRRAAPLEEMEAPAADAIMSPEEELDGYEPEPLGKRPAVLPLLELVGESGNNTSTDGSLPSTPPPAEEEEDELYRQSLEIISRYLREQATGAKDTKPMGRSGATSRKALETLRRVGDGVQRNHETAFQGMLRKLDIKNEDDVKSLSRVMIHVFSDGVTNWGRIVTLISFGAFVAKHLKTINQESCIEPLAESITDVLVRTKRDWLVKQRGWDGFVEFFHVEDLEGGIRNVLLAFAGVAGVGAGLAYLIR
Mcl1-Bid inh: Mcl-1/Bid interaction inhibition; Q07820; inhibition, % at 21.7 µM; TR-FRET Mcl-1/Bid-Dy647 peptide binding, 1536-well; AID 1021; actives 0.97% (n = 220,000);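 active = compounds that cut the binding signal by more than half at the single screening dose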;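 note: His-tagged Mcl-1 with europium anti-His antibody binding Bid BH3 peptide; 0% = Mcl-1 plus peptide wells and 100% = peptide-only wells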
ABCB1 block: inhibitors of human ABCB1 transporter, ABCG2 counter-screen | actives 0.067% (n = 190,000) | CCRF-Adr cells, JC-1 efflux, flow cytometry | AID 1326 | inhibition, % at 6.6 µM; in the data active = inhibition above about 40%;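 note: 0% = vehicle and 100% = reference inhibitor; higher value means more JC-1 retained so stronger ABCB1 efflux block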
Pf gametocyte: kills late stage P. falciparum gametocytes | P. falciparum stage V gametocytes, ATP luminescence, 24 h | inhibition, % at 10.9 µM | actives 0.065% (n = 150,000) | AID 743093;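 active = inhibition above the mean plus 3 SD of compounds within the control limits, set per campaign, cut at about 38% in these data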;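 note: 0% = DMSO wells and 100% = medium only without gametocytes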
ABCG2 inh: blocks JC-1 efflux by human ABCG2 transporter; inhibition, % at 6.6 µM; actives 0.1% (n = 190,000); IgMXP3 cells, flow cytometry; Q9UNQ0;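 active = inhibition above 80%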;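 note: 0% = DMSO and 100% = nicardipine control wells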
Target sequence (Q9UNQ0 whole entry, looked up): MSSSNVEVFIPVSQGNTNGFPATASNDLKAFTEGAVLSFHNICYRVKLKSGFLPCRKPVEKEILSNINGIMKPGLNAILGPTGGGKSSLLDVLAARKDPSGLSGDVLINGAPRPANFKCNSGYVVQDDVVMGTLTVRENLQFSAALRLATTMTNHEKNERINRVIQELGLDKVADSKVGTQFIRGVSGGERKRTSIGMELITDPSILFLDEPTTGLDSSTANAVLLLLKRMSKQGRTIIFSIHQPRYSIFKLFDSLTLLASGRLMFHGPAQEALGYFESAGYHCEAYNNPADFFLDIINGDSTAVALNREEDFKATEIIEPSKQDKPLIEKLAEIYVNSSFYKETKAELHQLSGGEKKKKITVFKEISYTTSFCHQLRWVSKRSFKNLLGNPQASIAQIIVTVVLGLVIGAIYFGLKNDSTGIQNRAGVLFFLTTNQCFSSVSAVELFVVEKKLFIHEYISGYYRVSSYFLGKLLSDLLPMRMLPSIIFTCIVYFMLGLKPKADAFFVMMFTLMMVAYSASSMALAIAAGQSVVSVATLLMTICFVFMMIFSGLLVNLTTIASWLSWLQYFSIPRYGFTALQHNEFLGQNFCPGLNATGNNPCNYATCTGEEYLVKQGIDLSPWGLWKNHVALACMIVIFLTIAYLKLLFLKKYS
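material = IgMXP3 (ABCG2) plus far-red-tagged CCRF-Adr (ABCB1) cells | amount = 3 million cells/mL, equal mix of both lines | also added = JC-1 transporter substrate | dosing = one concentration, 6.6 µM final | schedule = 10 min at 25 °C | measured by = flow cytometric JC-1 green MFI at 530 nm | read-out basis = percent efflux inhibition, scaled nicardipine 100% to DMSO 0%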
Avidin fluor: avidin bead compound fluorescence profile; AID 1775; fluorescence (KMESF) at 10 µM; Avidin beads, compound fluorescence 488/530 nm, flow cytometry; stronger effect = higher value; actives 0.38% (n = 220,000); in the data active = fluorescence above about 47; note: inactives centre near 10
RGS4-Gao reg: human RGS4-Galphao interaction regulation | Multiplexed bead flow cytometry, RGS4-Galphao binding; actives lie on both sides | binding response (% of control), % at 10 µM | actives 0.33% (n = 220,000); in the data active = binding response below about 49% or above about 150%; inactive = in between;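 note: fluorescent Galphao activated with aluminum fluoride binding bead-coupled RGS4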
RGS7-Gao reg: modulates binding of RGS7 to human Galphao; Multiplexed bead flow cytometry; actives lie on both sides; actives 0.35% (n = 220,000); AID 1439; binding response (% of control), % at 10 µM; in the data active = binding response below about 49% or above about 150%; inconclusive = no clear call, values can overlap the other calls; inactive = in between;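 note: fluorescent Galphao held in activated GDP-AlF4 state binding bead-coupled RGS7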
Mcl-1 Bim block: disrupts Bim peptide binding to human Mcl-1 | Q07820 | Bead-based flow cytometry, Bim peptide-Mcl-1 binding | inhibition, % at 10 µM | actives 0.1% (n = 190,000); in the data active = inhibition above about 40%;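 note: 0% = no compound tracer wells and 100% = peptide blocker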
The depositor's hits bear a star; ? = inconclusive; . = no result given; [ ] = dose if it differs, or a comment.

SMILES,GSH fluor,RGS8-Gao,Mcl1-Noxa inh,Mcl1-Bid inh,ABCB1 block,Pf gametocyte,ABCG2 inh,Avidin fluor,RGS4-Gao reg,RGS7-Gao reg,Mcl-1 Bim block
CC12CCC(C(=O)Nc3ccccc3Cl)(C(Br)C1=O)C2(C)C (stereo unspecified),8,102,18,-32,-0.1,-13,0,4,102,102,-4
Oc1ccc(-c2[nH]ncc2-c2nc3ccccc3s2)c(O)c1,19,108,11,-23,0.3,.,1,24,107,101,2
O=C(OCC(=O)N1CCc2ccccc2C1)c1cccnc1Cl,20,99,12,-21,0.7,.,8,11,99,?,1
O=C1CC(C(=O)N(c2ccccc2)C(C(=O)NC2CCCC2)c2ccncc2)CS1 (stereo unspecified),16,99,10,-5,-0.1,-20,-1,11,101,100,0
NNc1nc2c(-c3ccc(Cl)cc3)nnn2c2ccccc12,17,99,68*,12,0.7,-42,0,12,99,?,-3
CCn1ccnc1C(O)c1ccccc1OC (stereo unspecified),17,99,1,-2,-0.5,.,0,24,100,98,4
CCCCCNC(=O)c1ccc2c(=O)n(CC3CCCO3)c(=O)[nH]c2c1 (stereo unspecified),17,102,13,3,0.2,.,1,32,101,104,-5
COCC(C)NC(=O)c1cc2cccc([N+](=O)[O-])c2[nH]1 (stereo unspecified),.,108,-8,-12,.,0,.,4,100,?,.
CCC12CC3CC(C1)CC(C(=O)O)(C3)C2,32,91,33,4,-1.9,6,-2,2,88,92,2
Cc1[nH]ccc(=O)c1Oc1ncc(C(F)(F)F)cc1Cl,11,102,-5,-2,0.8,-16,2,12,100,104,-2
CC12COC3(C(=O)Nc4ccccc4F)CC1CCC32C (stereo unspecified),8,90,-2,5,0.8,11,5,6,87,93,0
CC(NS(=O)(=O)c1cccc(Cl)c1)C(=O)Nc1ccc(-c2nc3ccccc3s2)cc1 (stereo unspecified),23,99,2,-2,0.2,-1,2,14,103,98,0
O=C(CN1C(=O)C(=O)N(Cc2ccccc2)C1=O)Nc1cc(Cl)cc(Cl)c1,.,100,6,-4,.,-5,.,8,100,?,.
COc1ccccc1NC(=O)N1CCc2[nH]c3ccc(F)cc3c2C1,5,100,-2,-25,0.4,-11,5,4,98,96,-2
O=C(CSc1ncccn1)NCc1ccccc1Cl,39,93,11,-33,0.3,.,1,0,102,98,-2
O=C(O)C1CN(c2nc(Cl)ccc2[N+](=O)[O-])C1,16,101,14,-26,0.4,-10,9,10,98,105,0
O=C(CN1C(=O)COc2ccccc21)N(Cc1ccccc1)Cc1ccccn1,4,103,8,-1,0.8,12,7,7,103,104,0
CCOc1cc(S(=O)(=O)NCc2ccncc2)ccc1Cl,12,101,7,-13,-0.4,3,-2,10,99,98,0
N=c1ccn2c(n1)OC1C(O)C(CO)OC12 (stereo unspecified),.,95,-13,-18,.,.,.,6,94,?,.
CN1CCN(CCCC(=O)c2ccc(C3CCCC3)cc2)CC1,12,106,19,10,.,-4,4,5,100,101,-3
CC(C)(C)C(=O)Nc1cc2nn(-c3ccccc3)nc2cc1Cl,12,104,21,-6,-4.6,.,-3,10,103,102,-1
O=C(NC(=S)Nc1cccnc1)c1cc2ccccc2o1,12,103,21,-74,.,-5,8,6,104,100,-5
CC(C)(C)c1cc(=O)n2c(C#N)c(C#N)nc2[nH]1,49,103,28,13,0.5,.,3,35,102,102,-2
CC(C)c1nc2sc3c(=O)[nH]c(=S)[nH]c3c2c2c1CCC2,16,102,81*,11,0.3,.,-2,16,102,102,0
COc1ccc(-c2cc(C(=O)N3CCc4ccccc4C3)no2)cc1,10,99,13,-17,2.2,-14,25,4,98,97,-1
Cc1ccc(C(=O)Nc2cc(=O)n(C)c(=O)n2C)o1,10,80,-17,-18,2.5,10,3,13,96,94,-1
Cc1ccc(NC(=O)N2CCCCC2)cc1[N+](=O)[O-],.,99,2,-6,.,.,.,8,97,?,.
Cc1c(/C(O)=C2\C(=O)C(=O)N(CCN(C)C)C2c2ccccc2)cnn1-c1ccccc1 (stereo unspecified),.,101,17,-105,.,9,.,9,99,?,.
COCCNC(=O)C1c2cc(OC)c(OC)cc2C(=O)N(C)C1c1cccnc1 (stereo unspecified),20,99,-9,-15,0.3,.,1,19,96,94,-2
CN(C)CCC#CC(O)(c1ccccc1)c1ccccc1,10,106,-6,-11,0.4,7,10,12,107,108,-5
O=C1/C(=C/c2ccccn2)SC(=S)N1CCc1ccccc1,.,99,-2,-34,.,11,.,8,103,?,.
COc1ccc(NC(=O)COC(=O)c2c(C)noc2C)c(OC)c1,23,101,-9,-10,0.1,.,3,14,101,100,0
CC(NC(=O)CSCc1ccc(Br)cc1)c1ccccc1 (stereo unspecified),17,98,9,-4,0.0,10,3,6,102,99,-4
O=C(COC(=O)c1cc2ccccc2oc1=O)Nc1ccc(F)cc1F,.,100,9,-7,.,-7,.,6,98,?,.
N#C/C(=C\c1ccc(O)c(O)c1)S(=O)(=O)c1ccccc1,28,155*[activator],13,-36,-0.6,-10,-2,.,223*[activator],203*[activator],-3
COc1ccc(Nc2nc(Nc3ccc(OC)cc3)nc(SC3=NCCS3)n2)cc1,12,99,21,-88,1.6,.,1,15,95,103,4
CN(CCc1cnn(C)c1)Cc1cn(C)nc1-c1ccccc1F,10,103,-2,-34,-0.4,-11,-1,8,103,?,0
O=C(c1ccccc1Cl)N1N=C(c2ccc(Br)cc2)CC1c1nc2ccccc2[nH]1 (stereo unspecified),23,102,-49,-11,0.0,18,0,4,104,101,1
Cn1c(CCNC(=O)c2ccccc2)nc2cc(NC(=O)C3CCCCC3)ccc21,43,110,-37,-35,-0.3,9,7,5,104,102,-4
COc1ccc(COc2cc(-c3cccc(OC)c3)nc3ccc(NC(=O)c4cccnc4)cc23)cc1,16,102,7,13,17,-12,22,11,101,102,0
CCc1nc(C)cn1S(=O)(=O)c1ccc([N+](=O)[O-])cc1,53,99,9,0,0.3,-12,0,32,106,137,-4
O=C(COC(=O)c1cccc(NS(=O)(=O)/C=C/c2ccccc2)c1)Nc1ccccc1OC(F)F,8,101,8,-15,0.0,11,-2,3,99,98,0
NS(=O)(=O)c1ccc(CCNC(=O)CSc2nc3ccsc3c(=O)n2CC(=O)O)cc1,20,103,9,6,-0.1,-24,-1,13,99,100,-4
Cc1ccc(S(=O)(=O)NC(C)C(=O)Nc2cccc([N+](=O)[O-])c2)cc1 (stereo unspecified),17,101,25,11,0.2,.,13,10,99,?,-7
O=C(O)c1c(Cl)c(Cl)c(Cl)c(Cl)c1C(=O)N1CCCC1,18,110,10,17,0.0,.,0,25,99,101,-3
CCNC(=O)NC(=O)CSc1ccc2ccccc2c1,15,99,6,-11,0.1,-46,2,8,100,?,-1
CCOC(=O)c1c(OCCO)nn(-c2ccc(Cl)cc2)c1N,14,103,21,-27,-0.1,.,2,12,101,?,-1
COc1ccc(C(=O)Nc2ccc(C(=O)OCC(=O)c3cccc4ccccc34)cc2)cc1,3,101,15,-7,-0.5,5,1,10,102,100,44*
O=C(NC(=S)NCCc1ccc(Cl)cc1)c1ccco1,10,105,3,-43,0.2,.,0,4,106,101,-2
Cc1sc2nc(SCC(=O)N3CCOCC3)[nH]c(=O)c2c1C,13,103,-8,-26,0.3,.,1,6,100,104,0
CCN(CC(=O)N1CCN(c2ccccc2)CC1)S(=O)(=O)c1ccc(C)cc1,15,103,0,-24,0.9,.,2,13,105,103,-2
Cc1ccc(Oc2ccc(NC(=O)Cn3ccsc3=N)cc2)cc1,4,109,18,1,0.1,.,0,14,110,110,4
Cc1nc(N=C(N)N)nc2ccccc12,12,103,4,-36,0.5,22,5,10,103,101,1
COc1cccc(CNC(=S)Nc2cc(C)cc(C)c2)c1,12,103,11,-41,0.1,.,1,9,100,?,-3
CCc1ccc(CNCCSc2nnnn2C)cc1,35,104,20,15,-0.8,14,32,14,102,100,-5
O=C(Nc1ccccc1-c1nnn(CC(=O)N2CCOCC2)n1)c1ccccc1F,18,102,4,-16,0.2,-1,25,10,101,104,-1
C=C(C)c1cccc(C(C)(C)NC(=O)Nc2cc(C)ccn2)c1,11,95,5,-4,0.9,-28,9,11,92,101,-4
Nc1nc(CN2CCN(Cc3ccccc3)CC2)nc(Nc2ccc3c(c2)OCCO3)n1,30,101,2,-35,-0.1,-22,2,11,100,100,-2
O=C(O)CN1CCN(Cc2ccccc2F)C1=O,64,101,5,-1,0.1,-52,0,12,103,100,-3
Cc1cccn2c(=O)c3cc(C(=O)NC4CCS(=O)(=O)C4)sc3nc12 (stereo unspecified),21,104,13,-11,0.2,.,1,8,100,100,0

Following part.
SMILES,GSH fluor,RGS8-Gao,Mcl1-Noxa inh,Mcl1-Bid inh,ABCB1 block,Pf gametocyte,ABCG2 inh,Avidin fluor,RGS4-Gao reg,RGS7-Gao reg,Mcl-1 Bim block
COC(=O)c1cc(NS(=O)(=O)c2cccc(Cl)c2)ccc1N1CCOCC1,.,100,12,-32,.,2,.,8,99,?,.
CC(O)C(NS(=O)(=O)c1ccc(Cl)cc1)C(=O)OCc1nnc(-c2ccccc2)o1 (stereo unspecified),27,100,13,-3,0.7,.,2,5,101,99,-1
CCOc1cnc(-c2ccccc2F)o1,15,98,-4,-34,1.2,16,18,8,98,?,0
CCN(CC)C(=O)CSc1nnc2nnc3cc(C)ccc3n12,.,101,-3,-12,.,8,.,11,99,?,.
COc1ccccc1NC(=O)Nc1c(C)n(C)n(-c2ccccc2)c1=O,10,100,8,-18,-0.5,10,-1,9,98,101,0
Cc1ccc(NS(=O)(=O)c2ccc(-c3csc(C)n3)s2)c(C)c1,.,100,0,-15,.,6,.,7,98,?,.
CCN(CC)S(=O)(=O)c1ccc(C)c(NC(=O)COc2ccc(Br)cc2Cl)c1,12,99,3,-16,0.5,13,7,6,104,105,-1
COc1cc(NS(=O)(=O)c2ccc3c(c2)n(C)c(=O)n3C)cc(OC)c1,11,107,-5,-27,0.0,.,-2,6,104,115,-4
CC(C)OC(=O)NCN1C(=O)C2C3C=CC(C3)C2C1=O (stereo unspecified),23,101,25,-22,0.8,.,1,13,100,102,-1
O=C(Nc1ccccc1)Nc1nnc(COc2ccccc2F)s1,.,106,24,-13,.,4,.,10,105,?,.
C/C(=N/NC(=O)c1cc(-c2ccc(Cl)s2)[nH]n1)c1ccco1,.,100,11,-14,.,8,.,8,95,?,.
